Bioassay records deposited in PubChem by National Center for Advancing Translational Sciences (NCATS).
PI5P4Ka inh: blocks human PI5P4K alpha kinase activity | P48426 | PI5P4Kalpha enzyme, ADP-Glo luminescence, 60 min; stronger effect = lower value | max response, % | hit rate 1.2% among 330,000; active means max response of -50% or lower; inconclusive means between -30% and -50%; inactive means -30% or higher; further: value at the top dose of about 77 µM; on the % scale 0 is the no-effect control and ±100 the full control effect
Target sequence (P48426 whole entry, looked up): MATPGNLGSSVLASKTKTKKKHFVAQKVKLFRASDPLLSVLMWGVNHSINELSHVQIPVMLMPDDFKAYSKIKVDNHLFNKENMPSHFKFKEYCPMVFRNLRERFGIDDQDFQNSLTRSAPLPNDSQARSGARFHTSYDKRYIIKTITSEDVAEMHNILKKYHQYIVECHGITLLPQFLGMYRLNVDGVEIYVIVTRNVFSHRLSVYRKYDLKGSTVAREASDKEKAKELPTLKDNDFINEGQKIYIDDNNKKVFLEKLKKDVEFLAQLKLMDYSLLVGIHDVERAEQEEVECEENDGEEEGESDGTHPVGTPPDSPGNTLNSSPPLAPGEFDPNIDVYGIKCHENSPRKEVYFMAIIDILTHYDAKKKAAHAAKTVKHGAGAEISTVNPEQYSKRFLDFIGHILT
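ADP-Glo luminescence end-point read after a 60 min room-temperature kinase reaction of PI5P4Kalpha plus substrate, initiated with ATP at 5 microM final. Buffer: 0.038 M HEPES pH 7.4, EGTA, 0.1% CHAPS, 5% DMSO.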
EPAC2 agonist: agonists of human EPAC2 (RAPGEF4) | EPAC2 activation, biochemical qHTS; response scale: 100% = 6.5 mM cAMP response | Potency, µM (top dose mostly 154 µM), for the others: top-dose activation, usual class: activators | hit rate 0.079% among 360,000 | AID 720711 | Q8WZA2; further: potency means the concentration at half of the fitted maximal effect; nearly all actives have a fitted effect of over 50% in size
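Readout is BODIPY fluorescence (480 nm excitation, 540 nm emission), which falls as labeled GDP is exchanged off Rap1B. EPAC2 at 100 nM acted on 250 nM RAP1B-BODIPY-GDP with 50 uM GDP present.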
WRN helicase inh: inhibitors of human WRN helicase; Potency, µM (titrated, usually from 114 µM), for inactives: top-dose activity change, negative = inhibition, hits mostly inhibitors; Q14191; WRN helicase unwinding, fluorescent forked duplex, kinetic; hit rate 0.46% among 360,000; AID 651768; further: potency means the concentration at half of the fitted maximal effect; on the % scale 0 is the no-effect control and ±100 the full control effect; nearly all actives have a fitted effect of over 55% in size
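Kinetic fluorescence helicase assay: unwinding of a quenched forked DNA duplex (100 nM final) with 2 mM ATP final raises red fluorescence (525/598 nm). Compounds sat 15 min at room temperature with 20 nM WRN beforehand.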
CCT chaperon mod: changes cytosolic chaperonin activity | hit rate 0.3% among 360,000 | purified chaperonin ATPase assay, HTRF ADP detection, 30 min | activity change, % (no concentration beside the values), hits read low; in the data active means activity change below about -30%; further: on the % scale 0 is the no-effect control and ±100 the full control effect
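TRiC (40 or 20 nM final, by batch activity) in 30 mM Tris pH 7.4, 100 mM KCl, 5 mM MgCl2, 1 mM DTT was treated with compound at 76 uM single dose, then 10 uM ATP, 30 min at 37 °C. ADP was read by HTRF Transcreener.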
PLK1 PBD inh: PLK1 (human) polo-box domain binding inhibition; hit rate 2.8% among 360,000; Plk1 PBD binding of FITC phosphopeptide, fluorescence polarization; Potency, µM, for inactives: max response, negative = inhibition, hits mostly inhibitors; further: potency means the concentration at half of the fitted maximal effect; series mostly up to about 57 µM; on the % scale 0 is the no-effect control and ±100 the full control effect; nearly all actives have a fitted effect of over 65% in size
Target sequence (P53350 whole entry, looked up, the tested form may be a part): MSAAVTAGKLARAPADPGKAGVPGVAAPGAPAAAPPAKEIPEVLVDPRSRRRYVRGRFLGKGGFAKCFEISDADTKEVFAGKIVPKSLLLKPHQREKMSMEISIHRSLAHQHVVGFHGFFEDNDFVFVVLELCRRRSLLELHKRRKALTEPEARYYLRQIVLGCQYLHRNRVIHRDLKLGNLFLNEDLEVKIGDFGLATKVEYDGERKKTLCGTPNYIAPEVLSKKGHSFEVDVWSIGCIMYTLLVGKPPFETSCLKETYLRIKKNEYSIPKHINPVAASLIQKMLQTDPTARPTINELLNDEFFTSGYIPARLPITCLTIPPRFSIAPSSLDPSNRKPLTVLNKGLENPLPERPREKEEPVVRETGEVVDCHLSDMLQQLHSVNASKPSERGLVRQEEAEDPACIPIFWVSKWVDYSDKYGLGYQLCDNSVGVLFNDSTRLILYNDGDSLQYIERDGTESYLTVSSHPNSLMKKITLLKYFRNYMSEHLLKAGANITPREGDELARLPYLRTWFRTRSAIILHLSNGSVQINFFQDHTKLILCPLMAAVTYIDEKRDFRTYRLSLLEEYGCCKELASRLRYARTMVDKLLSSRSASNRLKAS
IL2 activator: IL-2 activation | hit rate 0.065% among 360,000 | IL-2 activation reporter assay, cell-based qHTS; stimulated with anti-CD3/CD4/CD28 beads; in transgenic mouse T cells | activation, % (series mostly up to about 46 µM) | AID 652025; in the data active means activation above about 50%; inconclusive means mostly about 30% to 49%; further: 0% is about no effect
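Using fluorescent plate cytometry, EGFP and DsRed are detected in transgenic mouse T cells stimulated 18 h at 37 degrees C with antibody-coated beads after 60 min compound pretreatment.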
EPAC1 agonist: EPAC1 (human) agonism | Potency, µM (top dose mostly 154 µM), for the others: at the top dose activation, most hits filed as activators | O95398 | EPAC1 agonist qHTS, biochemical assay; response scale: 100% = response to 6.5 mM cAMP | hit rate 0.073% among 360,000; further: potency means the concentration at half of the fitted maximal effect; nearly all actives have a fitted effect of over 60% in size
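EPAC1 100 nM, Rap1B–BODIPY-GDP 250 nM, unlabeled GDP 50 uM; compound titration; 5 min RT; kinetic read ex480/em540 at 5-min intervals ×30 min; data normalized to 6.5 mM cAMP agonist control.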
EPAC1 antagonist: blocks human EPAC1 exchange factor; O95398; EPAC1 GEF assay, Rap1b-BODIPY-GDP exchange fluorescence; Potency, µM (series often up to 115 µM), for the others: top-dose activity change, negative = inhibition, hits mostly inhibitors; hit rate 0.14% among 360,000; AID 720709;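 further: potency means the concentration at half of the fitted maximal effect; plate controls were vehicle for no effect and positive control for full effect; nearly all actives have a fitted effect of over 50% in size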
An asterisk follows results filed as active; ? = inconclusive; / = not tested or not shown. Unless noted, the call rests on the fitted dose curve; in most records, active means well fitted curve in the direction sought with a large enough effect; inconclusive means small, poorly fitted or top-dose-only effect, or another doubt; inactive means no such curve, though single readings can be large; an effect the other way counts as inactive or inconclusive.

SMILES | PI5P4Ka inh | EPAC2 agonist | WRN helicase inh | CCT chaperon mod | PLK1 PBD inh | IL2 activator | EPAC1 agonist | EPAC1 antagonist
O=C(Oc1cc2oc(=O)c3c(c2cc1Cl)CCCC3)c1cccs1 | 0 | 7% | -7% | -0.8 | 1% | -5.3 | 3% | -13%
CCCc1nc2oc3cc(OC)ccc3c(=O)c2c(=O)n1Cc1ccco1 | ? | -1% | -29% | -1.7 | -18% | 0.0 | 0% | -19%
CN(C)C(=O)CNc1ccn2nc(-c3cccc(Cl)c3)cc2n1 | 2 | 17% | 3% | -0.5 | -11% | 0.0 | -5% | -10%
CCOC(=O)c1cnc2c(-c3ccc(Cl)cc3)cnn2c1C | -5 | ? | 3% | 1.6 | 0% | 1.2 | -1% | 12%
CN1CCC(N2CCN(C3CN(Cc4cn(Cc5ccc(F)cc5)nn4)S(=O)(=O)C3)CC2)CC1 (configuration not stated) | 4 | 4% | -4% | 0.7 | -4% | -0.5 | -3% | 0%
O=C(Nc1cc(S(=O)(=O)N2CCOCC2)ccc1N1CCOCC1)c1ccccc1[N+](=O)[O-] | -3 | 13% | -3% | -6.1 | -12% | 0.5 | 3% | -7%
COc1ccc(OC)c(/C=C/C(=O)OCC(=O)N2CCCCC2)c1 | 3 | 2% | 3% | -4.6 | -8% | 0.5 | -8% | -14%
CCCn1nc(C(=O)NC2CCCC2)c2ccccc2c1=O | -2 | 8% | 2% | -1.2 | -3% | 2.0 | -17% | -9%
C/C(=N\Nc1nc(N2CCCCCC2)nc(N2CCCCCC2)n1)c1ccccc1 | 1 | 11% | 0% | 0.1 | -13% | 0.9 | -16% | -14%
CC1(C(=O)NCc2ccccc2)CSCC(=O)N1CCc1c[nH]c2ccccc12 (configuration not stated) | 0 | 4% | -7% | / | -4% | 0.2 | 4% | -5%
CS(=O)(=O)c1ccc2nc(NC(=O)Nc3cccc(Cl)c3)sc2c1 | / | 0% | -25% | 3.5 | -14% | -1.5 | -3% | 6%
CCN1C(=O)[C@H]2[C@@H](c3ccc(OC)cc3)N3C(=O)CN(CCOC)C(=O)[C@@]3(Cc3ccccc3)[C@H]2C1=O | 1 | 1% | -4% | -7.5 | -4% | -0.1 | 3% | 6%
CCOC(=O)c1c(C)[nH]c(C(=O)O)c1C | -11 | 3% | 5% | -1.2 | -5% | 1.0 | 2% | -2%
Cc1cc(C)nc(SCC(=O)Nc2ccc(S(=O)(=O)Nc3onc(C)c3C)cc2)n1 | 2 | 0% | 2% | -0.9 | -10% | -1.4 | 0% | -3%
Cc1ccccc1OCc1n[nH]c(=S)n1Cc1ccccc1 | -4 | -3% | -3% | -6.3 | -20% | -6.7 | 3% | -9%
CCC/C=N/NC(=O)c1ccccc1O | -1 | 3% | 2% | -2.9 | -1% | 0.4 | 2% | -8%
O=C(Nc1ccc(S(=O)(=O)NC2=NCCCCC2)cc1)c1cccc(S(=O)(=O)N2CCOCC2)c1 | 6 | -1% | 5% | 0.9 | 0% | -0.6 | 0% | -9%
O=C1C(Nc2cccc(O)c2)=C(N2CCCCC2)C(=O)c2ccccc21 | / | 28% | ? | -0.6 | -19% | -0.6 | 21% | -15%
COc1ccc(C(=O)Nc2cccc(S(C)(=O)=O)c2)cc1 | -20 | 15% | -3% | -1.2 | -11% | 0.7 | -8% | 1%
O=C(/C=C/c1ccc(OC(F)F)cc1)OCC(=O)N1CCc2ccccc21 | 11 | -4% | 2% | -0.1 | -5% | 0.7 | -6% | -9%
Cc1noc(C)c1COc1ccccc1C(=O)NCCOc1ccccc1F | 1 | 8% | -4% | -1.1 | -7% | 0.0 | 4% | -11%
O=C(c1cccc(S(=O)(=O)N2CCCCCC2)c1)N1CCN(Cc2ccccc2)CC1 | -1 | 3% | -11% | -1.4 | -1% | 1.0 | 1% | -13%
COc1ccc(C2=NS(=O)(=O)N(C)C(C(=O)N3CCCCC3C)=C2)cc1 (configuration not stated) | -4 | 8% | 2% | -1.3 | -15% | -2.1 | 10% | -12%
Cc1nnc(SCC(=O)N2CCN(S(=O)(=O)c3ccccc3)CC2)s1 | 0 | 4% | 3% | 1.5 | -9% | -0.7 | 1% | 7%
Cc1ccc(C(=O)Nc2cccc3ncccc23)cc1[N+](=O)[O-] | -1 | -3% | 2% | -1.8 | 3% | 0.0 | -4% | 7%
Cc1onc(-c2c(F)cccc2Cl)c1C(=O)OCN1C(=O)c2ccccc2C1=O | 13 | 9% | -12% | -0.4 | -7% | -0.4 | 12% | -27%
Cc1ccc(C(=O)NCc2ccccc2F)cc1S(=O)(=O)N1CCCC1 | -8 | 14% | 5% | -3.5 | -15% | -0.3 | -2% | -11%
COC(=O)c1ccc(OCC(O)CN2C(=O)c3ccccc3S2(=O)=O)cc1 (configuration not stated) | 3 | 1% | 0% | 1.8 | -25% | 1.0 | -15% | -9%
COc1ccc(OC)c(NS(=O)(=O)c2cccc3cccnc23)c1 | -5 | 4% | -3% | 1.7 | -9% | 0.8 | 9% | -10%
C[C@@]12C(=O)Nc3cc(Cl)ccc3C(=O)N1[C@H]1c3cc(Br)ccc3OC[C@@H]1[C@@H]2c1ccccc1 | -8 | 2% | -7% | 0.1 | -9% | -0.1 | -12% | -5%
Cc1ccc(C2Nc3ccccc3C(=O)N2Cc2ccco2)cc1 (configuration not stated) | -23 | 13% | -3% | -1.9 | -10% | -0.1 | 5% | -3%
COc1ccc(N2C(=O)C(Cl)=C(Nc3ccc(OC)cc3OC)C2=O)cc1 | 4 | -1% | -1% | -1.0 | -11% | -0.2 | -6% | -19%
CCCNC(=S)NCc1ccc(Cl)cc1 | 0 | 14% | -19% | -5.5 | -2% | 9.4 | -2% | ?
CC#CC(=O)N1CCC(CCc2ccccc2)(C(=O)OCC)CC1 | 0 | 5% | -13% | 0.0 | -3% | -0.4 | -2% | 8%
COC(=O)CCN(C(C)=O)c1ccc(N)cc1 | -3 | -5% | 13% | -0.7 | 27µM* | -1.8 | -4% | 14%
CC1(C)CC(=O)CC2(C1)NCC(c1ccccc1Cl)c1c2[nH]c2ccccc12 (configuration not stated) | 8 | 16% | -6% | 0.0 | 0% | -0.2 | -6% | -9%

As a working copy, some entries already given.
SMILES | PI5P4Ka inh | EPAC2 agonist | WRN helicase inh | CCT chaperon mod | PLK1 PBD inh | IL2 activator | EPAC1 agonist | EPAC1 antagonist
O=C(/C=C/c1ccc(OC(F)F)cc1)OCC(=O)N1CCc2ccccc21 | 11 | -4% | 2% | -0.1 | -5% | 0.7 | -6% | -9%
Cc1noc(C)c1COc1ccccc1C(=O)NCCOc1ccccc1F | 1 | 8% | -4% | -1.1 | -7% | 0.0 | 4% | -11%
O=C(c1cccc(S(=O)(=O)N2CCCCCC2)c1)N1CCN(Cc2ccccc2)CC1 | -1 | 3% | -11% | -1.4 | -1% | 1.0 | 1% | -13%
COc1ccc(C2=NS(=O)(=O)N(C)C(C(=O)N3CCCCC3C)=C2)cc1 (configuration not stated) | -4 | 8% | 2% | -1.3 | -15% | -2.1 | 10% | -12%
Cc1nnc(SCC(=O)N2CCN(S(=O)(=O)c3ccccc3)CC2)s1 | 0 | 4% | 3% | 1.5 | -9% | -0.7 | 1% | 7%
Cc1ccc(C(=O)Nc2cccc3ncccc23)cc1[N+](=O)[O-] | -1 | -3% | 2% | -1.8 | 3% | 0.0 | -4% | 7%
Cc1onc(-c2c(F)cccc2Cl)c1C(=O)OCN1C(=O)c2ccccc2C1=O | 13 | 9% | -12% | -0.4 | -7% | -0.4 | 12% | -27%
Cc1ccc(C(=O)NCc2ccccc2F)cc1S(=O)(=O)N1CCCC1 | -8 | 14% | 5% | -3.5 | -15% | -0.3 | -2% | -11%
COC(=O)c1ccc(OCC(O)CN2C(=O)c3ccccc3S2(=O)=O)cc1 (configuration not stated) | 3 | 1% | 0% | 1.8 | -25% | 1.0 | -15% | -9%
COc1ccc(OC)c(NS(=O)(=O)c2cccc3cccnc23)c1 | -5 | 4% | -3% | 1.7 | -9% | 0.8 | 9% | -10%

(next part)
SMILES | PI5P4Ka inh | EPAC2 agonist | WRN helicase inh | CCT chaperon mod | PLK1 PBD inh | IL2 activator | EPAC1 agonist | EPAC1 antagonist
COC(=O)c1sc2ccccc2c1NC(=O)c1ccc(S(=O)(=O)N2CCC(C)CC2)cc1 | 5 | -1% | -9% | -3.1 | -5% | 2.0 | -6% | -13%
C=C1C(=O)C23C(O)C1CCC2C12CCCC(C)(COC(C)=O)C1C(O)C3(O)OC2 (configuration not stated) | -8 | 26% | 18µM* | -0.6 | 15µM* | -0.7 | -5% | -28%
Cc1ccc(NS(=O)(=O)c2ccc3c(c2)CC(=O)N3)cc1F | 1 | -2% | 0% | -4.0 | 0% | -1.4 | 1% | 2%
Cn1cc(Cl)c(C(=O)OCC(=O)Nc2ccc(S(N)(=O)=O)cc2)n1 | 5 | 11% | 2% | -1.5 | -14% | 1.2 | -8% | -1%
Cc1ccc(NC(=O)/C=C/c2ccc3c(c2)OCO3)nc1 | 0 | 4% | -22% | -4.7 | -6% | 0.4 | 4% | -1%
O=C1NC(Cc2ccc(O)cc2)c2nc3ccc(Cl)cc3c(=O)n2-c2cc3ccccc3cc21 (configuration not stated) | -8 | 9% | 5% | 1.5 | 7% | -2.7 | -11% | 14%
COc1ccc(O)c(/C=N\NC(=O)CCn2nnc3ccccc32)c1 | -7 | 12% | 1% | 0.2 | -7% | 1.9 | -3% | -7%
COC(=O)c1c(-c2ccccc2OC)sc2ccc(OC)cc12 | 20 | 22% | -8% | -0.5 | -1% | 1.2 | 9% | -15%
CO[C@@]1(NC(=O)CSCC#N)C(=O)N2C(C(=O)O)=C(CSc3nnnn3C)CS[C@@H]21 | 1 | 6% | / | -3.7 | ? | 0.6 | 0% | 9%
CCOC(=O)c1c(S(=O)(=O)NCC(=O)N2CCN(c3ccccc3OC)CC2)c(C)n(C)c1C | 3 | 7% | 0% | -1.1 | -1% | 1.0 | 4% | -2%
Cc1ccc(Nc2nc(NCC3CCCO3)nc(N)c2[N+](=O)[O-])cc1 (configuration not stated) | 9 | 9% | 7% | -1.3 | -16% | -2.5 | -9% | -10%
COc1ccc(OCCSc2nc3nc(C)cc(C)n3n2)cc1 | -3 | 15% | -2% | 0.1 | -12% | 0.0 | 2% | -3%
O=C(O)c1ccccc1C(=O)Nc1ccc(-c2csc(-c3ccccc3)n2)cc1 | 9 | 6% | -12% | 1.0 | -29% | 1.4 | 11% | ?

A portion of the library; the hit share may differ from the screen's.
